Source: PubChem (National Center for Advancing Translational Sciences (NCATS))
TRb-SRC2 inh – TRbeta-SRC2 interaction inhibition; P10828; TRbeta-SRC2 peptide binding, fluorescence polarization; receptor liganded with 1 µM T3; Potency, µM (top dose mostly 106 µM), without a hit: top-dose activity change, negative = inhibition, most hits filed as inhibitors; hit rate 0.065% among 280,000; AID 1469;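 further: plate controls were bound peptide for no effect and peptide without receptor for full effect; nearly all actives have a fitted effect of over 50% in size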
Target sequence (P10828 whole entry, looked up): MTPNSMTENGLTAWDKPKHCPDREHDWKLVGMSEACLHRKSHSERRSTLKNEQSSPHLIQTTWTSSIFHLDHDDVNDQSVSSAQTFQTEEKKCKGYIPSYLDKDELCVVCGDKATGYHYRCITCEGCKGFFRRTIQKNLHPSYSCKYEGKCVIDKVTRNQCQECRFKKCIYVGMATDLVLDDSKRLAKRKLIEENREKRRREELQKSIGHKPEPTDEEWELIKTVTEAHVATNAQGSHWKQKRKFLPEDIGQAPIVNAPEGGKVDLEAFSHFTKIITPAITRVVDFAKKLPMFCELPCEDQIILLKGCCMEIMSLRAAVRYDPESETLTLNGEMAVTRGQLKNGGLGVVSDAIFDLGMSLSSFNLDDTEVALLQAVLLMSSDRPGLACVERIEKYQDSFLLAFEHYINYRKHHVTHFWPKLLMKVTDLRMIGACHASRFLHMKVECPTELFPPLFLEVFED
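A fluorescence polarization screen tested compounds at multiple concentrations against complex formation between 0.6 uM TRb ligand-binding domain and 20 nM Texas Red SRC2 peptide, with 1 uM T3 present; readout after 5 hr.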
TexasRed fluor – Texas Red fluorescence interference in TRb-SRC2 counter-screen. Potency, µM (series often up to 106 µM), inactives show at the highest dose fluorescence change, negative = quenching. AID 1479. hit rate 0.29% among 280,000. TRb/SRC2 Texas Red total fluorescence interference; active means well fitted curve in either direction with a large enough effect; inconclusive means small, poorly fitted or top-dose-only effect
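Flags fluorescent or light-absorbing compounds by total fluorescence, S + 2P, at 555 nm excitation and 632 nm emission. Mixture: 20 nM Texas Red SRC2 peptide, 0.6 uM human TRb LBD, 1 uM T3, 5% DMSO; compound exposure 5 h at ambient temperature.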
GAA glycogen – GAA glycogen-cleavage inhibition or activation. Potency, µM (series often up to 76.4 µM), for inactives: at the top dose activity change, negative = inhibition, hits mostly inhibitors. hit rate 0.38% among 300,000. P10253. recombinant GAA, glycogen substrate, Amplex Red glucose oxidase fluorescence;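 further: 0% = full enzyme reaction and -100% = no-enzyme basal signal; the screen sought inhibitors and activators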
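qHTS, 1536-well; enzyme 4 nM final; cpd up to 77 uM; substrate bovine liver glycogen 30 ug; 50 mM citrate/phosphate pH 5.0, 0.01% Tween-20; 37 C, 40 min; Amplex Red detection 45 min RT; Hill fit → AC50.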
Starred values were filed as active, the others as inactive; ? = inconclusive; & = joins results of further samples; [ ] = dose if it differs, or a comment. Unless noted, the call rests on the fitted dose curve; in most records, active means well fitted curve in the direction sought with a large enough effect; inconclusive means small, poorly fitted or top-dose-only effect, or another doubt; inactive means no such curve, though single readings can be large; an effect the other way counts as inactive or inconclusive. Unless noted, on the % scale 0 is the no-effect control and ±100 the full control effect; potency means the concentration at half of the fitted maximal effect. A portion of the library; the hit share may differ from the screen's.

Molecule,TRb-SRC2 inh,TexasRed fluor,GAA glycogen
COc1cccc(NC(=O)CCN2CCN(c3ccccc3)CC2)c1,2%,-3%,-23%[76.3 µM]
Brc1ccc2nc(SCCOc3ccccc3)[nH]c2c1,7%,-1%,-1%[76.3 µM]
CCOc1ccc(NC(=O)C2CCCN(S(=O)(=O)c3ccc4[nH]c(=O)ccc4c3)C2)cc1 (stereo unspecified),-2%,0%,0%&18%[76.3 µM]
COc1cc(OC)c2c(C)c(CC(=O)NCc3ccccc3OC)c(=O)oc2c1,1%,8%,11%[76.3 µM]
Cc1cc(F)ccc1NC(=O)C1CCN(C(=O)c2cnn(-c3ccccc3)c2-n2cccc2)CC1,-2%,-1%,11%[76.3 µM]
Cc1cccn2c(=O)c3cc(C(=O)N(Cc4ccccc4)C(C)C)sc3nc12,-2%,7%,14%[76.3 µM]
CCN(CC)c1ccc(NC(=O)Cn2c(C)c3cnn(-c4ccccc4)c(=O)c3c2C)c(C)c1,-6%,-3%,0%[76.3 µM]
Cc1ccc(NC(=O)CN2C(=O)CC(C)Sc3ccccc32)c(C)c1 (stereo unspecified),1%,-21%,9%[76.3 µM]
CCc1ccc(S(=O)(=O)c2nnn3c2nc(Nc2ccc(C)c(Cl)c2)c2sccc23)cc1,-3%,-2%,7%[76.3 µM]
CC(=O)c1ccc(Nc2nc3ccccc3nc2-n2nc(C)cc2C)cc1,-5%,-2%,-10%[76.3 µM]
CCCCCOc1ccccc1Cn1c(=O)oc2ccc(C)cc21,5%,-3%,4%[76.3 µM]
CCc1nc2nc(C)cc(Nc3ccc(Br)cc3F)n2n1,5%,1%,3%[76.3 µM]
Cc1ccccc1OCCn1c(CCNC(=O)C(C)(C)C)nc2ccccc21,-7%,-1%,-9%[76.3 µM]
Cc1cccc(C)c1NC(=O)Cn1c(=O)n(CCC(=O)NCc2ccccc2Cl)c(=O)c2sccc21,3%,9%,7%[76.3 µM]
CCN(C(=O)c1nn(-c2ccc(OC)c(Cl)c2)c(=O)c2c1c1ccccc1n2C)c1cc(OC)ccc1OC,-1%,-1%,-26%[76.3 µM]
COc1ccccc1CNC(=O)CS(=O)(=O)Cc1nc(-c2ccccc2C)oc1C,0%,-6%,10%[76.3 µM]
Cc1ccc(-c2cc(C(=O)N3CCN(S(=O)(=O)c4ccc(Br)s4)CC3)[nH]n2)c(C)c1,10%,7%,8.9µM*
CS(=O)(=O)N1CCc2cc(C(=O)Nc3cccc(F)c3)ccc21,-7%,0%,17%[76.3 µM]
CCOc1ccccc1NC(=O)C(Cc1ccccc1)NS(=O)(=O)c1ccc(Br)s1 (stereo unspecified),-2%,-1%,-6%[76.3 µM]
Cc1ccc(S(=O)(=O)c2nnn3c2nc(NC(C)C)c2cc(Cl)ccc23)cc1C,-2%,-4%,-2%[76.3 µM]
O=C(Cn1c(=O)n(Cc2ccc3c(c2)OCO3)c(=O)c2oc3ccccc3c21)Nc1ccc(F)cc1,-1%,0%,-2%[76.3 µM]
CCOC(=O)CSc1nc2sc3c(c2c(=O)n1CC)CCCC3,0%,?,-6%[76.3 µM]
COc1ccc(OC(=O)c2nc(SCc3ccccc3C)ncc2Cl)cc1,-16%,-3%,-17%[76.3 µM]
CCCN(C(=O)c1cn(CC(C)C)c(=O)c2cc(OC)c(OC)cc12)c1cccc(C)c1,-2%,-1%,-22%[76.3 µM]

Quoted from the listing.
Result of `CCOC(=O)CSc1nc2sc3c(c2c(=O)n1CC)CCCC3` in GAA glycogen: -6%[76.3 µM]
Result of `CS(=O)(=O)N1CCc2cc(C(=O)Nc3cccc(F)c3)ccc21` in GAA glycogen: 17%[76.3 µM]
Result of `Cc1ccc(S(=O)(=O)c2nnn3c2nc(NC(C)C)c2cc(Cl)ccc23)cc1C` in TexasRed fluor: -4%

Continued:
Molecule,TRb-SRC2 inh,TexasRed fluor,GAA glycogen
c1ccc(OCc2ccc(CCCN3CCOCC3)cc2)cc1,-5%,-3%,-5%[76.3 µM]
Cc1ccc(NC(=O)C(C)n2nnc3sc4c(c3c2=O)CCCC4)cc1Cl (stereo unspecified),-1%,1%,-7%[76.3 µM]
Cc1c(C2=CCN(S(=O)(=O)c3ccc(Cl)cc3)CC2)c2ccccc2n1CC(=O)N1CCCC1,-5%,2%,-16%[76.3 µM]
COc1ccccc1CNC(=O)CN(C)c1nn2c(=O)cc(C)nc2s1,2%,0%,-9%[76.3 µM]
CCOc1ccc(CCNC(=O)c2nnc(Cc3ccc(Cl)cc3Cl)o2)cc1OCC,-2%,1%,-4%[76.3 µM]
CCOc1ccc(C(=O)Nc2ccc3nc(SCC(=O)N(C)c4ccccc4)sc3c2)cc1,7%,-12%,4%[76.3 µM]
Cc1ccc(NC(=O)Cn2c(=O)n(-c3ccccc3)c(=O)c3ccc(C(=O)NCc4ccc5c(c4)OCO5)cc32)c(C)c1,1%,0%,11%[76.3 µM]
CCOCCc1nnc(NC(=O)C(=O)c2cc(C)n(-c3ccc(C)c(C)c3)c2C)s1,8%,0%,?
CN(C(=O)CSc1nnc(-c2ccc([N+](=O)[O-])cc2)o1)C1CCCCC1,-8%,4%,-17%[76.3 µM]
COc1ccc(Cn2c(=O)c3oc4ccccc4c3n(Cc3ccc(Cl)cc3)c2=O)cc1,3%,-1%,-7%[76.3 µM]
COc1cc(Cl)c(C)cc1NC(=O)c1cn(C2CCCC2)c(=O)c2c1c1ccccc1n2C,0%,0%,10%[76.3 µM]
COc1cc(CN(C(=O)c2cccc(Cl)c2)c2ccccn2)cc(OC)c1OC,-2%,-5%,-1%[76.3 µM]
CCCOc1ccc(CNC(=O)Cn2cc3c(n2)-c2c(oc(C(=O)N4CCOCC4)c2C)CC3)cc1,-2%,0%,-13%[76.3 µM]
CCn1cc(C(=O)NCc2ccccc2)c(=O)c2cc(S(=O)(=O)N3CCc4ccccc4C3)ccc21,-10%,0%,12%[76.3 µM]
CCOC(=O)c1cnc2nc(NCc3ccc(OCC)cc3)[nH]n2c1=O,-2%,3%,9%[76.3 µM]
Cc1cccc(N2CCN(C3=C(c4ccccc4)C(=O)c4ccccc43)CC2)c1C,-3%,0%,5%[76.3 µM]
COc1ccc(C2CC(=O)c3cnc4c(-c5ccc(F)cc5)c(C)nn4c3C2)cc1OC (stereo unspecified),0%,1%,14%[76.3 µM]
COc1ccc(Br)cc1CNC(=O)CN1C(=O)CCCc2ccccc21,1%,-28%,13%[76.3 µM]
CCC(CC)c1nn2c(=O)cc(COc3ccc(NC(=O)c4ccccc4C)cc3)nc2s1,3%,3%,2%[76.3 µM]
Cc1ccc(C)c(CN2C(=O)c3ccccc3S(=O)(=O)c3ccc(C(=O)Nc4cc(F)ccc4F)cc32)c1,-5%,0%,0%[76.3 µM]
Cc1ccccc1OCC(=O)Nc1ccc2nc(SCc3ccccc3)sc2c1,7%,8%,16%[76.3 µM]
CCN(CC)CCCNc1sc(S(=O)(=O)c2ccccc2)nc1S(=O)(=O)c1ccc(Cl)cc1,3%,0%,18%[76.3 µM]
O=C(Nc1ccc2oc(-c3cccnc3)nc2c1)c1ccc(-c2cccc(Cl)c2)o1,-2%,-22%,13%[76.3 µM]
CC1=C(C(=O)Nc2ccc(Cl)cc2)C(c2ccccc2C)n2ncc(C(=O)Nc3ccc(C)cc3)c2N1 (stereo unspecified),6%,-16%,-15%[76.3 µM]
COC(=O)c1ccc(Cl)cc1NC(=O)N(Cc1ccc(C)o1)C1CCN(C(C)=O)CC1,-1%,5%,?
CC1CCCN(CCCNC(=O)c2ccc3c(c2)N(Cc2ccc(Cl)cc2)C(=O)c2ccccc2S3(=O)=O)C1 (stereo unspecified),-3%,3%,-12%[76.3 µM]
Cc1cc(C)cc(NC(=O)C2CCN(C(=O)c3cnn(-c4ccccc4)c3-n3cccc3)CC2)c1,2%,1%,7%[76.3 µM]
CN(C)CCNC(=O)CN1C(=O)COc2ccc(S(=O)(=O)N3CCCC3)cc21,-4%,5%,-5%[76.3 µM]
CCN(CC)c1ccc(NC(=O)CN2C(=O)c3cccnc3Oc3ccc(Cl)cc32)c(C)c1,1%,8%,-7%[76.3 µM]
Clc1cccc(CNc2cc(-c3ccccc3)nc3nncn23)c1,-2%,0%,-1%[76.3 µM]
COc1ccc(-n2nc(C(=O)Nc3cccc(C)n3)c3c4ccccc4n(C)c3c2=O)cc1,3%,-2%,13%[76.3 µM]
CCOC(=O)N1CCN(Cc2nc3cc(NC(=O)c4ccccc4OC)ccc3n2C(C)C)CC1,-3%,8%,1%[76.3 µM]
COc1cc(NC(=O)N2CCC(CN3CCCC3)CC2)cc(OC)c1OC,0%,-15%,7%[76.3 µM]
CCOC(=O)N1CCc2c(sc3c2c(=O)n(-c2ccc(CC)cc2)c(=O)n3Cc2cc(C)ccc2C)C1,-5%,1%,-7%[76.3 µM]
Cc1ccc(Cl)cc1NC(=O)Cn1c(=O)n(CCCS(=O)(=O)C2CCCCC2)c(=O)c2ccccc21,-1%,-1%,1%[76.3 µM]
CCc1ccc(S(=O)(=O)c2nnn3c2nc(NCCc2ccccc2)c2sccc23)cc1,0%,-1%,-7%[76.3 µM]
CSc1ncc(C(=O)Nc2cc(C)cc(C)c2)c(-c2ccccc2)n1,2%,-6%,8%[76.3 µM]
Cc1ccc(Cn2c(=O)n(CCc3ccc(Cl)cc3)c(=O)c3ccccc32)cc1,2%,0%,-21%[76.3 µM]
CC1CCCCN1C(=O)c1ccc2c(c1)N(Cc1ccc(Cl)cc1)C(=O)c1ccccc1S2=O (stereo unspecified),-12%,4%,-9%[76.3 µM]
Cc1cc2oc(C(=O)Nc3ccc(S(N)(=O)=O)cc3)cc(=O)c2cc1C,-2%,-20%,16%[76.3 µM]
CCOC(=O)c1nc(Nc2ccccc2OC)c2ccccc2n1,2%,-1%,12%[76.3 µM]
COC(=O)c1ccc(C2c3c(-c4ccccc4O)n[nH]c3C(=O)N2Cc2ccncc2)cc1 (stereo unspecified),4%,-1%,-8%[76.3 µM]
CCc1ccccc1Nc1cc(C(=O)NC2CCC(C)CC2)c2ccccc2n1 (stereo unspecified),-2%,-1%,16%[76.3 µM]
CCc1ccc(NC(=O)Cn2c(=O)c3cccn3c3ccccc32)cc1,3%,?,?
Cc1ccccc1Nc1c(-c2ccc(Cl)s2)nc2c(C)cccn12,-2%,-1%,-15%[76.3 µM]
Cc1ccc(OCCSc2nc3ccccc3n2CC(=O)NC(C)C)cc1,3%,-1%,-13%[76.3 µM]
Cc1ccc(NC(=O)C(Cc2ccccc2)NS(=O)(=O)c2ccc3c(c2)CCC(=O)N3)cc1 (stereo unspecified),-17%,?,-2%[76.3 µM]
CC(C)c1ccc(CNc2nc(-c3ccco3)nn2S(=O)(=O)c2ccccc2)cc1,6%,6%,6%[76.3 µM]

Structural class, the compounds so far containing fluorine
Molecule,TRb-SRC2 inh,TexasRed fluor,GAA glycogen
Cc1cc(F)ccc1NC(=O)C1CCN(C(=O)c2cnn(-c3ccccc3)c2-n2cccc2)CC1,-2%,-1%,11%[76.3 µM]
CCc1nc2nc(C)cc(Nc3ccc(Br)cc3F)n2n1,5%,1%,3%[76.3 µM]
CS(=O)(=O)N1CCc2cc(C(=O)Nc3cccc(F)c3)ccc21,-7%,0%,17%[76.3 µM]
O=C(Cn1c(=O)n(Cc2ccc3c(c2)OCO3)c(=O)c2oc3ccccc3c21)Nc1ccc(F)cc1,-1%,0%,-2%[76.3 µM]
COc1ccc(C2CC(=O)c3cnc4c(-c5ccc(F)cc5)c(C)nn4c3C2)cc1OC (stereo unspecified),0%,1%,14%[76.3 µM]
Cc1ccc(C)c(CN2C(=O)c3ccccc3S(=O)(=O)c3ccc(C(=O)Nc4cc(F)ccc4F)cc32)c1,-5%,0%,0%[76.3 µM]
